Assay outcomes from PubChem.
Vif imaging – HIV Vif inhibition | HEK293T cells, Vif self-association by quenched fluorescence, imaging, 24 h | inhibition, % at 7.49 µM | hit rate 0.35% among 340,000 | AID 602346; in the data active = inhibition above about 50%, passing the limit was not always enough; note: some results filed as inactive read as strong as hits
NCOA1 inh – inhibits human SRC1 coactivator | Q15788 | HEK293 GAL4-SRC1 luciferase reporter, luminescence | inhibition, % at 3.6 µM | hit rate 0.12% among 360,000 | AID 588354;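 active = inhibition above the campaign mean plus 3 SD, with each screening campaign given its own cutoff, cut at about 60% in these data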;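 note: 0% = DMSO treated cells and 100% = gossypol at 36 µM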
TLR9-MyD88 block – blocks human TLR9 binding to MyD88; hit rate 0.21% among 340,000; AID 504734; inhibition, % at 4.98 µM; CHO BLA complementation TLR9-MyD88, CCF4 FRET ratio;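 active = inhibition above the mean over all tested compounds plus 3 SD, cut at about 21% in these data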;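 note: 0% = DMSO only wells and 100% = clavulanate BLA inhibitor control wells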
TRAIL sens C8 – sensitizes caspase-8 expressing cells to TRAIL | inhibition (viability loss, TRAIL sensitization), % at 10 µM | hit rate 1% among 360,000 | NB7+C8 cells + TRAIL, ATPlite viability luminescence;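 active = compounds causing at least 50% loss of cell viability in the single-dose screen, relative to plate controls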
TROY NFkB inh – TROY signaling inhibition; Q293 LMP1-TROYcd NF-kB luciferase reporter, 4 h; inhibition, % at 10 µM; hit rate 0.98% among 360,000;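 active = compounds whose plate-normalised and pattern-corrected inhibition of the luciferase reporter signal at the single screening dose is 50% or more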
SRC2 inh – inhibits human steroid receptor coactivator 2. HEK293 GAL4-SRC2 luciferase reporter, luminescence. inhibition, % at 9 µM. hit rate 0.17% among 370,000. AID 651957;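 active = inhibition above the mean inhibition of all tested compounds plus 3 SD, set per campaign, cut at about 52% in these data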;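 note: 0% = DMSO treated cells and 100% = cells given Gossypol at 36 µM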
LRH-1 inv ag – inverse agonists of human LRH-1 (NR5A2); O00482; hit rate 0.13% among 360,000; inhibition, % at 3.6 µM; HEK293T StAR-luciferase reporter, LRH-1 transfected, 24 h; AID 602396;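 active = inhibition above the mean inhibition of all tested compounds plus 3 SD, cut at about 73% in these data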;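 note: 0% = DMSO wells and 100% = reporter-only cells lacking LRH-1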
Target sequence (O00482 whole entry, looked up): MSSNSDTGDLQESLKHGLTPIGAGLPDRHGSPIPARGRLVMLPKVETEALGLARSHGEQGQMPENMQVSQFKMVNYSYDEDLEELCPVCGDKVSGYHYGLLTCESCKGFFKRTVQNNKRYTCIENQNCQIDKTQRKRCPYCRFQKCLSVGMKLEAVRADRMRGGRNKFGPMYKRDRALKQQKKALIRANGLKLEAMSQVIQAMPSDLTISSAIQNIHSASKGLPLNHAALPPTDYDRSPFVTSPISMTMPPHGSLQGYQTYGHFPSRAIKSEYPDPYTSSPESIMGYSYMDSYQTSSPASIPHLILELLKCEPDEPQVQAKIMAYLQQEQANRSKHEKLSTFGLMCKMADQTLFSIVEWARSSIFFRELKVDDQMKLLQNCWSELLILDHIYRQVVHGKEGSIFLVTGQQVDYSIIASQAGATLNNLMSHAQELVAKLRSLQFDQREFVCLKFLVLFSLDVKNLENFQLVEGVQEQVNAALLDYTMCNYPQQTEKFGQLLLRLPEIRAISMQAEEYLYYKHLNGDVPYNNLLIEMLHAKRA
NR2F2 inh – NR2F2 (human) inhibition, primary screen; P24468; HEK293T NGFI-A luciferase reporter, luminescence; inhibition, % at 8.6 µM; hit rate 0.7% among 370,000; AID 686940;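 active = inhibition above a per-plate cutoff, mean inhibition of test wells between control levels plus 3 SD, cut at about 38% in these data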;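 note: cells cotransfected with COUP-TFII expression vector driving the NGFI-A reporter; 0% = median of COUP-TF2 test wells and 100% = reporter-only cells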
Target sequence (P24468 whole entry, looked up): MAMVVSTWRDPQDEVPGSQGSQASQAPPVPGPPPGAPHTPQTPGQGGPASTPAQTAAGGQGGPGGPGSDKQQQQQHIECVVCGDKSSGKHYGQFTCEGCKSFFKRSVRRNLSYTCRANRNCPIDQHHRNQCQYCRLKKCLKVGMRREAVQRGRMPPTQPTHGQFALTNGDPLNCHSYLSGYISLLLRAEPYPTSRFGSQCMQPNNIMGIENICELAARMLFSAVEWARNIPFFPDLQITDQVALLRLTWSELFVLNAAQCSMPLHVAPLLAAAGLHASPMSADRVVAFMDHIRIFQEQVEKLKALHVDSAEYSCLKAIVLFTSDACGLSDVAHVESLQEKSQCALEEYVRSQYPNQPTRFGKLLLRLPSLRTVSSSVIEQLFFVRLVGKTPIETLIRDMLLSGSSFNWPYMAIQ
NCOA3 inh – human NCOA3 inhibition | HEK293 GAL4-SRC3 luciferase reporter, luminescence | inhibition, % at 3.6 µM | hit rate 0.17% among 360,000 | Q9Y6Q9;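 active = inhibition above a per-campaign cutoff, the mean of all compounds plus 3 SD, cut at about 60% in these data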;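 note: 0% = DMSO-treated cells and 100% = gossypol-treated cells at 36 µM; higher means less SRC3-driven luciferase light from the GAL4 reporter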
EBV LMP1 NFkB – Epstein-Barr LMP1 NF-kappaB reporter inhibition | AID 504558 | LMP1-induced NF-kappaB luciferase reporter cells, luminescence | hit rate 0.69% among 350,000 | inhibition, % at 12.5 µM; in the data active = inhibition above about 41%;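 note: 0% = neutral control wells and 100% = reference inhibitor control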
NOD2-RIPK2 inh – blocks binding of human NOD2 to RIPK2; O43353; CHO BLA complementation NOD2-RIPK2, CCF4 ratio; inhibition, % at 4.98 µM; hit rate 0.38% among 360,000; AID 624267; in the data active = inhibition above about 21%;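 note: 0% = vehicle only and 100% = reference blocker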
* = called active by the depositor; x = no result given. An excerpt. The share of hits here may be higher or lower than overall.

molecule	LRH-1 inv ag	Vif imaging	NOD2-RIPK2 inh	TROY NFkB inh	NR2F2 inh	SRC2 inh	TRAIL sens C8	NCOA1 inh	EBV LMP1 NFkB	TLR9-MyD88 block	NCOA3 inh
COc1ccc(NC(=O)CSc2nnc3n2CCCCC3)cc1OC	5	5	-6	1	-10	5	0	12	-14	-2	13
Cc1ccc(N2CCN(CCc3nc4cc(NS(C)(=O)=O)ccc4n3C)CC2)cc1	8	10	-4	-2	8	20	-10	-21	-3	3	-1
Cc1ccc(CNC(=O)CN(C(=O)C2(C)CC(=O)N=C3C=CC=CN32)c2ccccc2)cc1 (stereo unspecified)	-11	4	1	7	15	0	7	10	8	1	3
CC(OC(=O)c1cc(=O)[nH]c2ccccc12)C(=O)c1ccccc1 (stereo unspecified)	-8	3	-8	-15	7	-17	-4	-3	10	x	11
CCCn1c(SC(C(=O)Nc2cc(C)ccc2OC)c2ccccc2)nc2ccccc2c1=O (stereo unspecified)	0	-3	3	4	3	-5	-2	1	-2	-6	5
CCOc1c(S(=O)(=O)NC2CC(C)(C)NC(C)(C)C2)ccc(Cl)c1Cl	5	40	7	7	-22	-11	-5	-12	-1	-9	-6
Cc1cc(C)c(NC(=O)c2cc(C(=O)O)ccc2C(=O)O)c([N+](=O)[O-])c1	8	9	-17	15	-8	-19	17	-1	-5	4	-4
COc1ccc(OC)c(NC(=O)CS(=O)(=O)c2cn(CC(=O)N3CCOCC3)c3ccccc23)c1	-13	3	-6	-25	-12	7	-12	-2	-24	-5	-33
CCOc1cc(S(=O)(=O)NCC2CCCO2)ccc1F (stereo unspecified)	3	7	-6	8	6	-15	-13	6	2	0	-9
O=S(=O)(c1ccc(F)cc1)N1CCN(C(=S)NCCc2ccccc2)CC1	17	-1	0	-1	7	-2	8	-20	0	5	-14
Cc1cccc(S(=O)(=O)NC(=O)C2(C)CCN2C(=O)CC2CCCCC2)c1 (stereo unspecified)	-9	8	0	1	-1	-28	5	-1	x	x	11
O=C1c2ccccc2C(=O)N1CCCCSc1nnc2ccccn12	-13	x	0	-22	-1	-24	-6	-6	2	-12	7
Cc1ccc(CN2C(=O)c3ccccc3NC2c2ccccn2)cc1 (stereo unspecified)	2	-3	-11	-16	4	-1	-2	-26	4	2	-2
Cc1ccc(NC(=S)N(CCCN2CCOCC2)Cc2cccnc2)cc1C	-2	-5	-6	3	-3	0	4	13	5	4	19
COc1ccc(N2CCN(C(=O)c3cccnc3SCc3cccc(Br)c3)CC2)cc1	2	-3	3	22	-6	7	1	11	3	6	0
CCCCCCCCC1=NCCc2c1[nH]c1ccccc21	17	1	13	-8	0	15	4	6	12	8	11
Cc1cccc(S(=O)(=O)N2CCN(Cc3ccc4c(c3)OCO4)CC2)c1	2	-7	7	-8	1	-6	1	-11	2	-7	-24
O=C(CC1(O)C(=O)Nc2ccccc21)c1ccc2c(c1)OCO2 (stereo unspecified)	12	-3	-19	44	12	-7	-13	13	-12	11	15
COc1ccc(C(=O)O/N=C(\C)c2ccccc2)cc1	0	x	-5	69*	-7	-1	8	-2	-12	6	-2
CC(C)(C)NS(=O)(=O)c1ccc(CCC(=O)NCc2ccccn2)cc1	11	-5	1	7	15	-15	-6	-6	0	3	8
Cc1ccc(S(=O)(=O)N2CCCCC2)cc1NC(=O)C1CC(=O)N(Cc2ccco2)C1 (stereo unspecified)	-7	2	-8	2	-1	-42	-7	-13	2	-7	-8
COc1ccc(CCNC(=O)CSCc2c(F)cccc2Cl)cc1OC	-9	0	3	-7	0	17	-7	-8	-2	-3	16
CC1CCc2sc(C(=O)OCC(=O)NC(C)C)cc2C1 (stereo unspecified)	8	-2	-3	-7	-14	2	-6	-4	0	-1	9
N#Cc1c(SCC(N)=O)nsc1SCc1ccc(Cl)cc1	1	-16	9	22	7	-15	2	0	-5	-2	17
CCNC(=O)NC(=O)C(C)Sc1nc2ccccc2c(=O)n1-c1cccnc1 (stereo unspecified)	17	1	0	-12	6	11	-10	10	-5	0	-2
Cc1ccc(OC(=O)CCc2c(C)nc3ncnn3c2C)cc1	0	22	-10	-4	6	14	-5	-20	0	-5	16
Cc1cc(OC(=O)c2ccccc2)c([N+](=O)[O-])c(=O)[nH]1	-3	-2	-7	0	-10	2	-8	3	-2	-14	2
Cc1cc(C2=NNC(=NC3CC3)SC2)c(C)n1-c1ccccc1F	89*	-5	-6	89*	97*	93*	95*	93*	78*	5	89*
CC(=O)Nc1ccc(S(=O)(=O)N(Cc2cccnc2)Cc2cc3ccccc3[nH]c2=O)cc1	11	13	-5	-45	-8	4	20	21	-6	6	29
CCOC(=O)c1c(C)[nH]c(C)c1C(=O)COC(=O)Cc1ccc(OC)c(OC)c1	11	0	-7	5	-5	0	3	16	7	-7	-24
CCN(CC)C(=O)c1ccc(Nc2nnc(C)c3ccccc23)cc1	-16	-4	9	3	16	-4	19	-26	2	-6	-9
COc1ccc2c(c1)[nH]c1c(Cl)ncnc12	-7	-6	2	6	2	3	2	4	-1	3	-5
COc1ccc(CCNC(=O)c2cc(S(=O)(=O)N3CCOCC3)cn2C)cc1OC	2	1	1	6	-1	21	5	-1	-4	6	16
Cc1cccc(OCCC(=O)Nc2nnc(C)s2)c1	-11	-1	-4	10	2	2	-38	5	-6	6	-1
CC(C)(C)C(=O)N1CCN(c2nc3ccccc3s2)CC1	-104	9	-1	-34	-33	-46	0	-83	-15	3	-14
O=C(Cc1ccc(NC(=O)C2CCCN(C(=O)C3CCCCC3)C2)cc1)Nc1cccc(C(=O)N2CCCCC2)c1 (stereo unspecified)	0	7	-3	14	-1	-6	-3	14	-8	-3	-4
Cc1ccc(-c2cc(-c3cccs3)[nH]n2)c(O)c1	-110	x	-31	-56	-58	-58	9	-97	-47	-12	-78
O=C(Cn1nnc2ccccc2c1=O)Nc1ccc(S(=O)(=O)N2CCOCC2)cc1	-9	4	2	1	5	-6	-8	10	2	-12	7
Cc1ccc(S(=O)(=O)Nc2ccc(C(=O)Nc3cc(C)on3)cc2)cc1	2	-2	-3	-2	9	11	0	4	-2	-2	5
CC(C)N(C(=O)[C@H]1C[C@H](CC(=O)NC(C)(C)C)C(=O)N2CCc3c([nH]c4cc(-c5ccco5)ccc34)[C@]12C)C(C)C	3	3	-6	-7	-2	6	11	10	11	-8	8

Look-ups from the results shown.
Value for `COc1ccc2c(c1)[nH]c1c(Cl)ncnc12` in NCOA3 inh: -5
Value for `Cc1cc(C2=NNC(=NC3CC3)SC2)c(C)n1-c1ccccc1F` in NOD2-RIPK2 inh: -6
Value for `CC(C)(C)C(=O)N1CCN(c2nc3ccccc3s2)CC1` in NCOA3 inh: -14
Value for `Cc1ccc(N2CCN(CCc3nc4cc(NS(C)(=O)=O)ccc4n3C)CC2)cc1` in Vif imaging: 10

Next structures:
molecule	LRH-1 inv ag	Vif imaging	NOD2-RIPK2 inh	TROY NFkB inh	NR2F2 inh	SRC2 inh	TRAIL sens C8	NCOA1 inh	EBV LMP1 NFkB	TLR9-MyD88 block	NCOA3 inh
CC(C)(C)NC(=O)N1CCN(S(=O)(=O)c2ccc3c(c2)CCC3)CC1	18	1	1	4	8	0	-4	-2	1	-6	7
CCOC(=O)C1(CCCc2ccccc2)CCN(S(=O)(=O)N(C)C)CC1	-1	-8	-10	-13	17	3	0	0	0	2	-11
COc1ccc(/C=N/n2cncn2)cc1CSc1ccccn1	2	10	-5	-15	-7	-7	-10	5	-12	-4	10
Cc1ccc(-n2[nH]c3c4c(ccc3c2=O)C(=O)c2ccccc2C4=O)cc1	1	5	-7	-17	1	-3	-1	-13	-4	3	6
COCCn1c(N)c(N(Cc2ccccc2)C(=O)c2cc(=O)[nH]c3ccccc23)c(=O)[nH]c1=O	-12	8	-4	8	-5	1	6	-2	-5	-10	10
CC(=O)c1ccc(NC(=O)c2ccc(S(=O)(=O)c3ccccc3)cc2)cc1	4	16	7	-10	18	4	25	-15	5	8	19
CCn1cc(C(=O)NC2CCCCCC2)c(=O)c2cc(S(=O)(=O)N3CCCCC3)ccc21	7	11	-4	-4	1	-9	10	-39	-3	-2	15
Cc1ccc(S(=O)(=O)N2CCN(C(=O)COC(=O)Cc3ccc(Cl)cc3)CC2)c(C)c1	-7	-1	13	12	-3	-9	2	-30	2	-4	-8

Structures shown so far containing a furan ring, fused or not, in the order listed:
molecule	LRH-1 inv ag	Vif imaging	NOD2-RIPK2 inh	TROY NFkB inh	NR2F2 inh	SRC2 inh	TRAIL sens C8	NCOA1 inh	EBV LMP1 NFkB	TLR9-MyD88 block	NCOA3 inh
Cc1ccc(S(=O)(=O)N2CCCCC2)cc1NC(=O)C1CC(=O)N(Cc2ccco2)C1 (stereo unspecified)	-7	2	-8	2	-1	-42	-7	-13	2	-7	-8
CC(C)N(C(=O)[C@H]1C[C@H](CC(=O)NC(C)(C)C)C(=O)N2CCc3c([nH]c4cc(-c5ccco5)ccc34)[C@]12C)C(C)C	3	3	-6	-7	-2	6	11	10	11	-8	8

An excerpt from above in order of count of non-hydrogen atoms, lowest first:
molecule	LRH-1 inv ag	Vif imaging	NOD2-RIPK2 inh	TROY NFkB inh	NR2F2 inh	SRC2 inh	TRAIL sens C8	NCOA1 inh	EBV LMP1 NFkB	TLR9-MyD88 block	NCOA3 inh
CCOC(=O)C1(CCCc2ccccc2)CCN(S(=O)(=O)N(C)C)CC1	-1	-8	-10	-13	17	3	0	0	0	2	-11
Cc1ccc(-n2[nH]c3c4c(ccc3c2=O)C(=O)c2ccccc2C4=O)cc1	1	5	-7	-17	1	-3	-1	-13	-4	3	6
Cc1ccc(S(=O)(=O)N2CCN(C(=O)COC(=O)Cc3ccc(Cl)cc3)CC2)c(C)c1	-7	-1	13	12	-3	-9	2	-30	2	-4	-8
